# TRPV1 agonist – agonists of human vanilloid receptor 1 (TRPV1) | AID 540275 | activation, % at 8.33 µM | Q8NER1 | TRPV1-expressing cells, Fluo-8 calcium influx, agonist mode | 320,000 compounds, 0.19% hits; in the data active means activation above about 80%; inconclusive means between about 30% and that limit; further: 0% is about no effect
#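 Fluo-8 calcium influx in TRPV1-expressing cells, kinetic read (ex 480/em 520 nm). Compound added and read 3 min for agonist activity, followed by capsaicin at EC20 final and 2 min further read for enhancement.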
# PTAP TSG101 blk – blocks PTAP/TSG101 interaction to inhibit HIV-1 budding; AID 493005; Fluorescence polarization, FITC-PTAP peptide / Tsg101 binding; 340,000 tested, under 10 active; Potency, µM (doses to about 115 µM), for the others: top-dose activity change, negative = inhibition, most hits filed as inhibitors; active means well fitted inhibition curve with a large enough effect in the main read-out, with a control signal flat, not every such curve was filed as active; inconclusive means small, poorly fitted or top-dose-only effect, or effect the other way, or a change in a side signal; inactive means no such curve, though single readings can be large or run the other way; further: potency means the concentration at half of the fitted maximal effect; % of control where 0% means no effect
# Target sequence (Q99816 whole entry, looked up): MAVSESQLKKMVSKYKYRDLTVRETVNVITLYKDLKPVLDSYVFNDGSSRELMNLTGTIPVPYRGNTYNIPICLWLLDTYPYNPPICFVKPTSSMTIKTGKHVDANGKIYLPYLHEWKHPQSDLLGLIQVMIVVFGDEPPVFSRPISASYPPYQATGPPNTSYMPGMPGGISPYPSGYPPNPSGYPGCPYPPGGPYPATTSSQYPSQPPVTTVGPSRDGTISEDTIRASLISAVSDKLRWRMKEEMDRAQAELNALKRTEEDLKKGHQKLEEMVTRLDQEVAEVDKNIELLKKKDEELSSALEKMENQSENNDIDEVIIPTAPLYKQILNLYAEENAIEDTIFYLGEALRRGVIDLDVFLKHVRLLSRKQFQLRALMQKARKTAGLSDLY
#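 Fluorescence polarization binding of Tsg101 binding domain (10 uM final) to FITC-labeled PTAP peptide (50 nM final) in HEPES pH 7.5 buffer with NaCl, Tween 20, EDTA, TCEP. Compounds added before peptide; binding 20 min at RT.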
# S-ASM inh – blocks human secretory acid sphingomyelinase; P17405; placental ASM, HMU-PC fluorogenic substrate, 60 min; Potency, µM (highest dose often 57.5 µM), for inactives: top-dose activity change, negative = inhibition, most hits filed as inhibitors; 340,000 compounds, 0.006% hits; further: potency means the concentration at half of the fitted maximal effect
# Target sequence (P17405 47-631 limits assumed): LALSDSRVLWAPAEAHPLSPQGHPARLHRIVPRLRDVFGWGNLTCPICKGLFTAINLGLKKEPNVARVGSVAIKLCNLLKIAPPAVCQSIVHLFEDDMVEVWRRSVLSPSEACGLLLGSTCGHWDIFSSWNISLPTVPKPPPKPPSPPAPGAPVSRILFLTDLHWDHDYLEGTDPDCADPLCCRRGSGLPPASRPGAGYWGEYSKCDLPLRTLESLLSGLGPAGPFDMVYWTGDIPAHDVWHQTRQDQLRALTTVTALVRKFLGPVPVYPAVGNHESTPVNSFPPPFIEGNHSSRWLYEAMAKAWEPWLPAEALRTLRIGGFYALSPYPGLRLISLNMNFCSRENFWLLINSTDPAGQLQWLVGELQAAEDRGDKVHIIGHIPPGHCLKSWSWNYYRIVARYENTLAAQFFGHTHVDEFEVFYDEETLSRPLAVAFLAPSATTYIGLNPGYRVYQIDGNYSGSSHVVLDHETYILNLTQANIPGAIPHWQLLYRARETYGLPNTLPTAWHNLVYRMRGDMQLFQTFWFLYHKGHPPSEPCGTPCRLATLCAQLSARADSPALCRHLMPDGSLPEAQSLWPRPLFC
#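 Fluorescence read-out (Ex 386 nm, Em 447 nm) after stopping the reaction at pH 10. Enzyme: ASM from human placenta; substrate HMU-PC0, 9 uM final; 60 min, 37 °C. Compound preincubation 10 min, ambient temperature.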
# BRCA1 expr up – activators of BRCA1 expression; Potency, µM (highest dose often 46.1 µM), for inactives: at the highest dose activation, hits mostly activators; 380,000 compounds, 1.1% hits; AID 624202; MCF7-BRCA1-FFLuc reporter, luminescence, 48 h; response scale: scaled: vehicle 0%, 10 µM genistein 100%; further: potency means the concentration at half of the fitted maximal effect; nearly all actives have a fitted effect of over 80% in size; some results filed as inactive show a strong effect at the top dose
#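 MCF7-BRCA1-FFLuc cells, 2000/well in phenol-red-free MEM, attached 2 h then treated 48 h at 37 C. Luciferase luminescence read 15 min after reagent; normalized to genistein maximum activation (10microM) and DMSO, concentration-response fitted.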
# p53 reactivation – re-activators of mutant p53; H1299 p53-A138V BP100-luciferase reporter, luminescence, 24 h; 320,000 compounds, 0.063% hits; Potency, µM (titrated, usually from 92.2 µM), for the others: at the highest dose activity change, positive = activation, usual class: activators; further: potency means the concentration at half of the fitted maximal effect; % of control where 0% means no effect; nearly all actives have a fitted effect of over 45% in size
#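 p53-null H1299 cells stably carrying temperature-sensitive p53-A138V and a BP100-luciferase reporter were pinned with compounds (4-point, 1:5 series) and held 24 hrs at 37 deg C. Luminescence was read 10 min after detection reagent.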
# B2AR arrestin – recruits beta-arrestin to the human beta2-adrenergic receptor; P07550; beta-arrestin recruitment to beta2AR, cell-based reporter; Potency, µM (highest dose often 46.1 µM), without a hit: top-dose activation, most hits filed as activators; 330,000 compounds, 0.02% hits; AID 492947;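 further: potency means the concentration at half of the fitted maximal effect; 0% = DMSO controls and full agonism = EC100 isoproterenol or metaproterenol; nearly all actives have a fitted effect of over 65% in size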
# uPA generation – inhibitors of cell surface uPA generation | cell surface uPA generation assay, qHTS | Potency, µM (titrated, usually from 38.3 µM), inactives show top-dose activity change, negative = inhibition, most hits filed as inhibitors | 330,000 compounds, 0.31% hits; active means well fitted inhibition curve with a large enough effect; inconclusive means small, poorly fitted or top-dose-only effect; inactive means no such curve, though single readings can be large or run the other way; tested in mouse RAW 264.7 cells; further: potency means the concentration at half of the fitted maximal effect; on the % scale 0 is the no-effect control and ±100 the full control effect; nearly all actives have a fitted effect of over 55% in size
# ELG1 genotox – induces genotoxicity in HEK293T cells with luciferase-tagged ELG1; HEK293T ELG1-luciferase reporter, luminescence, 16 h; Potency, µM (doses to about 46 µM), for inactives: at the highest dose activity change, positive = activation, usual class: activators; 330,000 compounds, 1.3% hits; AID 504466; further: potency means the concentration at half of the fitted maximal effect; % of control where 0% means no effect; nearly all actives have a fitted effect of over 60% in size
#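 Luminescence read-out: rising ELG1-luciferase signal, reflecting elevated ELG1 protein under genetic stress, flags genotoxic compounds. Cells were treated for 16 hr at 37 °C before ONE-Glo detection.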
# Integrin act MD – activators of alpha7 integrin expression for muscular dystrophy | alpha7betagal myoblasts, beta-gal FDG fluorescence, 48 h | Potency, µM (series often up to 38.3 µM), for the others: top-dose activation, actives largely listed as activators | 350,000 compounds, 0.064% hits | AID 624291;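 further: potency means the concentration at half of the fitted maximal effect; 100% = response of the positive control SU9516; nearly all actives have a fitted effect of over 60% in size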
#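 alpha7betagal+/- myoblasts (passage 13, 250/well) treated 48 h at 37C with compounds at 1:260 dilution of DMSO stock. Lysed, then beta-galactosidase activity read as FDG fluorescence (ex 480/em 540) after 30 min, with pre-read for autofluorescence.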
# USP2a block – USP2a (human) protease inhibition. USP2 core, Ub-CHOP2 coupled fluorogenic reporter, 485/531. Potency, µM (highest dose often 38.3 µM), for inactives: top-dose activity change, negative = inhibition, hits mostly inhibitors. 330,000 compounds, 0.01% hits. AID 463254;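 further: potency means the concentration at half of the fitted maximal effect; plate controls were DMSO wells for no effect and full inhibition by NEM control for full effect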
#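 Deubiquitinase activity read as fluorescence (485/531 nm) after Ub-CHOP2 cleavage activates the enterokinase reporter on its substrate; USP2 core 10nM, Ub-CHOP2 and substrate 25nM each, 30min compound preincubation then 60min RT; data normalized to NEM, curves fitted.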
# Eya2 phos inh – Eya2 (human) phosphatase inhibition; O00167; recombinant Eya2, OMFP fluorescence dephosphorylation (OMFP is methylfluorescein phosphate); Potency, µM (doses to about 76.9 µM), inactives show at the highest dose activity, negative = inhibition, most hits filed as inhibitors; 330,000 compounds, 0.006% hits; AID 488837; further: potency means the concentration at half of the fitted maximal effect; on the % scale 0 is the no-effect control and ±100 the full control effect
#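 Eya2 (0.2 uM) preincubated 10 min at ambient with compound, then OMFP substrate added at 50 uM; 10 min reaction in 50 mM HEPES pH 7.5, 50 mM NaCl, 5 uM MgCl2, 0.05% BSA, 1 mM DTT. Fluorescence read at Ex 485/Em 525 nm.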
# * marks the source's active call; other numbers are inactive results; ? = inconclusive; / = not tested or not shown; [ ] = another dose, or the depositor's remark. Unless noted, the call rests on the fitted dose curve; in most records, active means well fitted curve in the direction sought with a large enough effect; inconclusive means small, poorly fitted or top-dose-only effect, or another doubt; inactive means no such curve, though single readings can be large; an effect the other way counts as inactive or inconclusive.
SMILES,TRPV1 agonist,PTAP TSG101 blk,S-ASM inh,BRCA1 expr up,p53 reactivation,B2AR arrestin,uPA generation,ELG1 genotox,Integrin act MD,USP2a block,Eya2 phos inh
Cc1ccc(C)c(SCC(=O)NC(=O)NC2CCCC2)c1,2,2%,0%,-4%,-4%,0.1%,11%,-1%,-4%,-4%,-22%
CCN1C(=O)C(O)(CC(=O)c2cc(C)ccc2C)c2ccccc21 (configuration not stated),1,-11%,1%,-38%,-3%,-0.1%,-4%,0%,-13%,1%,4%
O=C(Nc1ccon1)c1cc2c(s1)CCCCCC2,30,-1%,-3%,10µM*,?,0.4%,/,4.5µM*,19%,1%,-2%
Cc1ccc(C2C3=C(CC(C)(C)CC3=O)Nc3onc(C)c32)cc1 (configuration not stated),26,-1%,172%[activator],-30%,-3%,-0.3%,-9%,-8%,-15%,-1%,3%
COc1ccc(S(=O)(=O)NCC2CCCO2)cc1Cl (configuration not stated),0,-1%,0%,9%,/,0.2%,9%,2%,14%,1%,3%
CCCn1nnnc1NCc1ccccc1Cl,2,-3%,-1%,-3%,/,0.2%,-8%,-3%,-12%,0%,0%
O=C(N/N=C/c1cc(Br)c(O)c(Br)c1O)c1ccc2c(c1)OCCO2,17,-1%,51%,-43%,?,-0.3%,-1%,?,-36%[inhibitor],0%,0%
O=C(CSc1nnc(Cc2cccs2)n1Cc1ccco1)Nc1cccc(Cl)c1,-5,1%,-7%,-43%,-1%,0.0%,3%,-10%,-25%[7.66 µM],-4%,-4%
CC1CCCN(C(=O)c2cc3ccccc3cc2O)C1 (configuration not stated),-7,-1%,13%,0%,-6%,-0.9%,-7%,5%,-15%,3%,4%
CC(=O)c1ccc(Nc2ccc(-c3ccccc3F)nn2)cc1,8,-1%,25%,?,?,0.5%,-8%,?,-2%,5%,5%
COc1ccc(N2CCN(C3CCCCC3NS(=O)(=O)c3ccccc3)CC2)cc1 (configuration not stated),-1,-3%,-2%,-2%,9%,-0.3%,4%,-9%,0%,3%,-5%
Cc1cc(=O)[nH]c(N2CCN(c3ccc(Cl)cc3)CC2)n1,/,-3%,3%,-9%,/,/,0%,/,31%,/,/
CN1CCN(CCOc2ccc(Cl)c(Cl)c2)CC1,-3,-2%,/,17%,6%,1.8%,1%,0%,-31%,6%,-9%
S=C(Nc1cccc(Br)c1)N1CCn2cccc2C1c1cccnc1 (configuration not stated),17,-3%,2%,-54%,1%,0.2%,4%,-8%,-6%,0%,-1%
CCOCCn1c2ccccc2c2nc3ccccc3nc21,17,-1%,6%,53%,16%,0.3%,?,-2%,0%,1%,3%
COc1ccc(OC)c(S(=O)(=O)Nc2ccc3c(c2)C(=O)OC3)c1,-6,1%,0%,-28%,-2%,-1.0%,-6%,-17%,-3%,3%,-5%
CC(=O)NC(C)C(=O)OCc1ccc(Cl)cc1Cl (configuration not stated),23,-5%,2%,2%,-2%,0.0%,-2%,1%,6%,3%,3%
Cc1ccccc1NC(=S)NCc1ccccc1,11,0%,4%,15%,1%,-0.9%,-6%,0%,-11%,3%,-2%
NC(=O)C[n+]1cccc(CNC(=O)c2ccc(OC(F)F)cc2)c1,-9,2%,-2%,-1%,1%,-0.3%,0%,5%,6%,0%,4%
CSc1ccc(OC2CCCCC2NS(=O)(=O)c2ccc(Cl)cc2)cc1 (configuration not stated),6,-1%,-15%,-81%,?,-0.8%,2%,-3%,7%,1%,-15%
N#C/C(=C(/O)c1ccc([N+](=O)[O-])s1)c1nc2ccccc2[nH]1,-1,-4%,-3%,-9%,1%,0.5%,-25%,-9%,?,0%,11%
Cc1cc(C(F)(F)F)nc(SCCN2CCOCC2)c1C#N,0,6%,-4%,-4%,-2%,0.1%,5%,2%,2%,2%,0%
O=[N+]([O-])c1cccc(NC(=S)Nc2nc(-c3ccccc3Cl)cs2)c1,?,1%,-15%,-31%,7%,0.7%,-9%,-11%,?,-2%,-6%
Cc1nc(NC(=O)COc2ccccc2)sc1C(=O)Nc1ccccc1,?,-5%,9%,1%,18%,-0.7%,0%,5%,1%,1%,-8%
O=C(Nc1ccc(Br)cc1Br)c1cccc2c1C(=O)N(C1CCCCC1)C2,3,0%,-5%,-1%,-1%,-0.2%,-4%,-5%,0%,4%,10%
# The listing continues:
SMILES,TRPV1 agonist,PTAP TSG101 blk,S-ASM inh,BRCA1 expr up,p53 reactivation,B2AR arrestin,uPA generation,ELG1 genotox,Integrin act MD,USP2a block,Eya2 phos inh
O=C(c1cc(COc2ccc(F)cc2F)on1)N1CCCC(c2ccccc2)C1 (configuration not stated),?,-14%,-1%,23%,8%,-0.1%,-3%,-7%,?,2%,-19%
CCOC(=O)c1ccc(NC(=S)N2CCCC(C(=O)OCC)C2)cc1 (configuration not stated),11,0%,-1%,-5%,3%,-0.1%,4%,0%,-4%,0%,4%
Cc1ccc(S(=O)(=O)N(C)C)cc1NC(=O)COC(=O)c1c(-c2ccccc2)noc1C,-3,-2%,/,-22%,-2%,0.5%,0%,-8%,-10%,0%,-45%
CCC(CO)NCC(O)COCc1ccc2c(c1)OCO2 (configuration not stated),3,0%,6%,2%,7%,-0.2%,27%,0%,-3%,0%,4%
O=C(NCc1ccco1)C1CCCN1S(=O)(=O)c1ccccc1C(F)(F)F (configuration not stated),-3,-8%,7%,1%,-1%,-0.4%,2%,-1%,-14%,2%,5%
O=C(/C=C/c1ccccc1)NCCOc1ccccc1,?,0%,0%,62%,?,-1.0%,-3%,?,6%,2%,0%
COc1cc2ccccc2cc1C(=O)Nc1ccc(C)cc1,?,0%,-8%,-4%,1%,-0.3%,20µM*,?,7%,-2%,-5%
O=C(COc1coc(CN2CCN(c3cccc(Cl)c3)CC2)cc1=O)NC1CCCC1,-3,-1%,/,-20%,-7%,-2.3%,-10%,-2%,-4%,1%,23%
O=C(Nc1ccc2c(c1)OCCO2)C1CCN(S(=O)(=O)c2ccc(Br)s2)CC1,7,-4%,-6%,25%,14%,0.3%,5%,-9%,-7%,4%,-2%
Cc1oc2cc(O)ccc2c(=O)c1-c1cnn(-c2ccccc2)c1,1,-1%,29%,-1%,10%,-0.2%,-5%,-1%,3%,-1%,?
C/C(=N\NC(=O)Cc1ccccc1)c1ccc(Br)s1,?,1%,-2%,-6%,0%,-0.2%,8%,2%,-4%,0%,1%
O=CN1CCCN(Cc2nc(-c3cccc(Cl)c3)no2)CC1,3,-1%,-2%,73%,1%,-0.1%,13%,6%,1%,0%,-1%
COc1cc(/C=C2\SC(=S)N(NC(=O)c3ccccc3O)C2=O)ccc1O,0,5%,?,-32%,0%,-0.5%,-1%,4%,-12%,-3%,?
COc1ccc2cc(CCNC(=O)CC(C)(C)C)c(=O)[nH]c2c1,1,-5%,3%,34%,19%,-0.3%,0%,-1%,-10%,3%,-3%
N#CC(C#N)C(c1ccsc1)c1c(-c2ccccc2)[nH][nH]c1=O (configuration not stated),-1,-1%,-2%,-23%,7%,0.5%,-1%,-2%,-38%,0%,-5%
CC(C)OC(=O)CSc1nnc(Cc2ccccc2)n1C,3,1%,-1%,-2%,-1%,-2.1%,/,0%,-12%[7.66 µM],0%,-2%
O=C1CCCN1Cc1ccccc1,1,-3%,5%,5%,9%,-0.3%,12%,1%,/,3%,1%
COc1cccc(C(=O)Nc2nnc(S(=O)(=O)N3CCCC3)s2)c1,2,-1%,0%,27%,3%,-0.1%,4%,2%,-10%,2%,0%
COCCN(C(=O)COC(=O)C1(C)CC1(Cl)Cl)c1c(N)n(Cc2ccccc2)c(=O)[nH]c1=O (configuration not stated),-4,-3%,/,1%,-9%,-0.3%,1%,6%,2%,0%,3%
CN(c1ccccc1)c1cc(=O)[nH]c(=O)[nH]1,-1,-5%,7%,6%,-3%,-1.0%,-2%,0%,11%,2%,2%
CCOC(=O)C1=NNC2C(=O)N(CC)C(=O)C12 (configuration not stated),-5,0%,1%,20%,11%,-0.2%,10%,-5%,-8%,1%,23%
C=CCN1C(=O)C(CC(=O)Nc2ccccc2F)S/C1=N\c1nccs1 (configuration not stated),21,1%,-3%,-23%,-2%,-0.6%,3%,0%,10%,4%,-7%
COc1cc(-c2nc3cnccn3c2Nc2ccc3c(c2)OCCO3)ccc1O,-4,3%,-6%,-22%,-6%,-0.1%,-4%,10%,17%,1%,11%

# This is a random part of the collection; overall some 2.6% were active at least once.
